Tcruzi prolif – T. cruzi intracellular proliferation inhibitors, primary screen, cell-based, beta-gal Tulahuen parasites, NIH3T3 host, luminescence; T. cruzi beta-gal in NIH3T3, GalScreen luminescence, 90 h; inhibition, % at 8.34 µM; 77,000 compounds, 5.9% hits; AID 624255, 2012;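 active = mean inhibition above about 93%, with at least 55% of replicates each passing it, limit read from the data, passing the limit was not always enough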
KDM4C inh – inhibitors of GASC-1 (KDM4C) histone demethylase, primary screen, biochemical, single concentration HTS | Lysine-specific demethylase 4C (Homo sapiens), Q9H3R0 | GST-KDM4C 2-372, H3K9me3 peptide, LANCE TR-FRET | inhibition, % at 12.5 µM | 96,000 compounds, 0.15% hits;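 active = mean replicate inhibition above about 25%, with at least 55% of replicates also reaching it, limit read from the data, passing the limit was not always enough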
Target sequence (Q9H3R0 2-372 limits assumed): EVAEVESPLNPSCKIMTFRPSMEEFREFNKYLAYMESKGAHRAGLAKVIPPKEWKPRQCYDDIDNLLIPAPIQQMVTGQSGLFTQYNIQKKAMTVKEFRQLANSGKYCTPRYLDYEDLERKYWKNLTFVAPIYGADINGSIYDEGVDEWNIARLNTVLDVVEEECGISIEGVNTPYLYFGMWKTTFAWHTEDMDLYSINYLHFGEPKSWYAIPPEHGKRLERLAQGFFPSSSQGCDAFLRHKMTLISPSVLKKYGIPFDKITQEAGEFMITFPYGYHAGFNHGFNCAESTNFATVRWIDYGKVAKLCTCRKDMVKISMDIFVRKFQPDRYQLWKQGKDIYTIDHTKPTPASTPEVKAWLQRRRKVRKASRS
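reagent = H3K9me3 peptide substrate, Fe(II), 2-oxoglutarate | system = GST-tagged GASC-1 (JMJD2C) catalytic fragment, aa 2-372 | amount = enzyme final amount 10 nM | read-out = Fall in 671/618 emission ratio as inhibition | medium = HEPES buffer, pH 7.5, plus ascorbate | schedule = 30 min reaction, 60 min detection, RT | measured by = LANCE TR-FRET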
Pf Dd2 growth – P. falciparum Dd2 growth inhibitors, primary screen, SYBR Green fluorescence, single dose replicates. 72 h; active compounds read low. activity change, % at 10 µM. 94,000 compounds, 2.3% hits; in the data active = activity change below about -80%
C diff HTS – C. difficile growth inhibitors, primary screen, HTS; Clostridium difficile clinical isolate growth, OD600, 24 h; active compounds read low; growth activity, negative = inhibition, % at 16 µg/mL (by protocol); 86,000 compounds, 0.25% hits; AID 1259249, 2017;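 active = mean growth activity at or below -80% and every replicate also at or below -80%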;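 also: 0% = DMSO wells and -100% = levofloxacin 16 µg/mL wells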
* hit, by the source's call; · = not tested or not shown.

SMILES | Tcruzi prolif | KDM4C inh | Pf Dd2 growth | C diff HTS
C[C@@H]1CCCCO[C@@H](CN(C)C(=O)Cc2ccccc2)[C@@H](C)CN([C@@H](C)CO)C(=O)c2cc(NC(=O)CCC(F)(F)F)ccc2O1 | 18 | 1.2 | -66 | ·
Cc1ccc(S(=O)(=O)Nc2cccc3c2O[C@@H](CN(C)Cc2ccc(C(=O)Nc4ccccc4N)cc2)[C@@H](C)CN([C@H](C)CO)C3=O)cc1 | · | -3.3 | -83* | 8
C[C@H](CO)N1C[C@H](C)[C@H](CN(C)C(=O)c2ccccc2F)Oc2ncc(C#Cc3ccncc3)cc2C1=O | · | 3.5 | 0 | 5
C[C@@H]1CN([C@H](C)CO)C(=O)Cc2cc(NS(=O)(=O)c3cn(C)cn3)ccc2O[C@@H]1CN(C)S(=O)(=O)c1cn(C)cn1 | 5 | 0.6 | 7 | -4
O=C(C[C@H]1CC[C@@H]2[C@H](COC[C@@H](O)CN2C(=O)Nc2cccc(F)c2)O1)NCCCN1CCOCC1 | -21 | 1.4 | 0 | ·
CC(C)(O)C#Cc1ccc([C@H]2[C@@H](CO)N3CCCCN(C(=O)c4ccc(F)cc4)C[C@H]23)cc1 | 112* | -0.7 | -69 | -1
CN(C)CCCNC(=O)[C@H]1[C@H](CO)[C@H]2Cn3c(ccc(-c4ccncc4)c3=O)[C@@H]1N2C(=O)C1CC1 | 18 | 5.7 | 18 | -4
C[C@H](CO)N1C[C@H](C)[C@H](CN(C)C(=O)NC2CCCCC2)Oc2ccc(NC(=O)Nc3ccc(C(F)(F)F)cc3)cc2CC1=O | 49 | 0.5 | -8 | 13
Cc1noc(C)c1NC(=O)Nc1ccc2c(c1)C(=O)N([C@@H](C)CO)C[C@H](C)[C@@H](CN(C)C(=O)Cc1ccccc1)OCCCC[C@@H](C)O2 | 45 | -0.8 | -42 | -1
C[C@H]1CCCCO[C@H](CN(C)Cc2ccncc2)[C@@H](C)CN([C@@H](C)CO)C(=O)c2cc(NS(=O)(=O)c3ccccc3)ccc2O1 | 3 | · | 6 | -4
CNC(=O)C[C@H]1CC[C@@H]2[C@@H](COc3ccc(NC(=O)NC4CCCC4)cc3C(=O)N2C)O1 | 22 | 0.7 | 8 | 2
CN(C)CC(=O)N1[C@@H](C#N)[C@H](c2ccc(-c3ccccc3F)cc2)[C@@H]1CO | -61 | 0.0 | -10 | 4
Cc1noc(C)c1S(=O)(=O)N(C)C[C@@H]1OCCCC[C@@H](C)Oc2ccc(NS(=O)(=O)c3cn(C)cn3)cc2C(=O)N([C@H](C)CO)C[C@@H]1C | 20 | 0.9 | 33 | 8
Cc1ccc(S(=O)(=O)N(C)C[C@H]2OCCCC[C@H](C)Oc3ccc(NC(=O)NC4CCCCC4)cc3C(=O)N([C@H](C)CO)C[C@@H]2C)cc1 | 112* | 1.1 | -67 | -4
C[C@@H]1CCCCO[C@@H](CN(C)C(=O)Nc2ccc(C(F)(F)F)cc2)[C@@H](C)CN([C@H](C)CO)C(=O)c2cc(NS(=O)(=O)c3cn(C)cn3)ccc2O1 | 9 | -0.2 | 13 | 12
CC(C)CC#Cc1ccc([C@@H]2[C@H]3CN(C(=O)c4ccccn4)CC(=O)N3[C@H]2CO)cc1 | · | -2.1 | -25 | -9
COCC(=O)N1[C@H](CO)[C@@H]2c3ccccc3N(C(=O)Nc3cc(F)ccc3F)C[C@@H]21 | -15 | 1.7 | 16 | 3
COc1cccc(NC(=O)N(C)C[C@H]2Oc3ncc(C#Cc4cccnc4)cc3C(=O)N([C@H](C)CO)C[C@@H]2C)c1 | 6 | 0.7 | -14 | 3
CC(C)NC(=O)N[C@H]1CC[C@H](CCNC(=O)C2CCCC2)O[C@H]1CO | -14 | -1.0 | 12 | 2
C[C@H](CO)N1C[C@H](C)[C@@H](CN(C)Cc2ccccc2)OCCCC[C@H](C)Oc2ccc(NC(=O)Nc3ccc4c(c3)OCO4)cc2C1=O | 37 | 2.1 | -28 | 7
C[C@@H]1CN([C@H](C)CO)C(=O)c2cc(-c3ccc(C#N)cc3)cnc2O[C@@H]1CN(C)C(=O)c1ccccc1 | -24 | -0.6 | 13 | -4
C[C@H]1CCCCO[C@H](CN(C)C(=O)Nc2ccc(F)cc2)[C@@H](C)CN([C@@H](C)CO)C(=O)c2cc(N(C)C)ccc2O1 | 32 | 0.5 | -44 | -8
CO[C@@H]1CN(C)C(=O)c2cc(NS(=O)(=O)c3ccccc3)ccc2OC[C@H](C)N(C)C[C@H]1C | -9 | 0.6 | · | 5
C[C@H](CO)N1C[C@H](C)[C@H](CN(C)C(=O)CN(C)C)Oc2ncc(C#Cc3cccnc3)cc2C1=O | · | -1.4 | -6 | -1
O=C(C1CCC1)N1CCCCN2[C@H](CO)[C@H](c3ccc(-c4ccncc4)cc3)[C@H]2C1 | 101* | -1.4 | 3 | -5

The list continues:
SMILES | Tcruzi prolif | KDM4C inh | Pf Dd2 growth | C diff HTS
COCC(=O)Nc1ccc2c(c1)OC[C@H](C)N(CCC(F)(F)F)C[C@H](C)[C@@H](OC)CN(C)C2=O | 16 | 2.2 | -13 | 26
CCCC(=O)Nc1ccc2c(c1)C(=O)N(C)C[C@H](OC)[C@@H](C)CN(C(=O)CC)[C@H](C)CO2 | -30 | 0.6 | · | ·
O=C(NCC[C@H]1CC[C@@H](NS(=O)(=O)c2cccc(F)c2)[C@@H](CO)O1)C1CCCC1 | · | 1.5 | -19 | 2
CO[C@H]1CN(C)C(=O)c2cc(NC(=O)NC(C)C)ccc2OC[C@H](C)N(CCC(F)(F)F)C[C@H]1C | 19 | -0.2 | -20 | 0
C[C@H](CO)N1C[C@H](C)[C@@H](CN(C)S(C)(=O)=O)Oc2c(NC(=O)CCCCCC(=O)Nc3ccccc3N)cccc2C1=O | · | 0.9 | 68 | -2
Cc1ccc(S(=O)(=O)N(C)C[C@@H]2Oc3ccc(NC(=O)Nc4c(C)noc4C)cc3C(=O)N([C@H](C)CO)C[C@@H]2C)cc1 | 7 | -0.5 | -7 | -3
COc1cccc(CNC(=O)[C@@H]2[C@@H](CO)[C@@H]3Cn4c(ccc(-c5cncnc5)c4=O)[C@@H]3N2C)c1 | -25 | 6.9 | 2 | 0
CCCNC(=O)N1C[C@@H](C)[C@@H](OC)CN(C)C(=O)c2cc(NC(=O)CC)ccc2OC[C@H]1C | 29 | -1.3 | 6 | ·
C[C@@H]1CN([C@@H](C)CO)C(=O)c2cc(C3=CCCC3)cnc2O[C@H]1CN(C)S(C)(=O)=O | · | 1.2 | 17 | 0
COc1cccc(-c2cnc3c(c2)C(=O)N([C@H](C)CO)C[C@H](C)[C@H](CN(C)S(=O)(=O)c2ccc(C#N)cc2)O3)c1 | -6 | -3.4 | -20 | 2
CNC[C@H]1OCCCC[C@@H](C)Oc2ccc(NS(=O)(=O)c3c(C)noc3C)cc2C(=O)N([C@@H](C)CO)C[C@H]1C | 8 | -0.7 | 16 | 2
Cc1noc(C)c1NC(=O)Nc1cccc2c1O[C@@H](CN(C)C(=O)Nc1ccc(C(F)(F)F)cc1)[C@H](C)CN([C@@H](C)CO)C2=O | 51 | -0.5 | -6 | -5
C[C@@H]1CN([C@H](C)CO)C(=O)Cc2cc(NC(=O)CCC(F)(F)F)ccc2O[C@@H]1CN(C)Cc1ccc(C(=O)Nc2ccccc2N)cc1 | 65 | 0.5 | -53 | -1
CN(C)CC(=O)Nc1ccc2c(c1)[C@H]1C[C@@H](CC(=O)N3CCc4ccccc4C3)O[C@H](CO)[C@H]1O2 | 105* | -1.8 | 14 | ·
CNC[C@H]1OCCCC[C@@H](C)Oc2ccc(NC(=O)CCC(F)(F)F)cc2C(=O)N([C@H](C)CO)C[C@H]1C | 29 | 5.0 | 15 | -3
COc1ccc(NC(=O)N(C)C[C@H]2Oc3c(NC(=O)Nc4ccc(C(F)(F)F)cc4)cccc3C(=O)N([C@H](C)CO)C[C@H]2C)cc1 | 0 | -0.2 | -32 | 20
CS(=O)(=O)Nc1ccc2c(c1)[C@H]1C[C@@H](CC(=O)N3CCCCC3)O[C@@H](CO)[C@H]1O2 | -17 | 1.2 | 21 | 0
COc1ccccc1CNC(=O)C[C@@H]1CC[C@H](NC(C)=O)[C@H](CO)O1 | -76 | -0.4 | 4 | 11
C[C@H](CO)N1C[C@H](C)[C@H](CN(C)C(=O)CCC(F)(F)F)OCCCC[C@H](C)Oc2ccc(NC(=O)NC3CCCCC3)cc2C1=O | 61 | -1.8 | 16 | -10
COc1ccc(S(=O)(=O)N(C)C[C@H]2Oc3ccc(NC(=O)CCC(F)(F)F)cc3CC(=O)N([C@H](C)CO)C[C@H]2C)cc1 | · | 0.0 | -8 | 8
CCC(=O)Nc1ccc2c(c1)C(=O)N(C)[C@@H]1CC[C@H](CC(=O)NCc3ccccc3Cl)O[C@@H]1CO2 | 20 | -2.2 | -3 | -4
C[C@@H]1CN([C@@H](C)CO)C(=O)c2cc(NC(=O)Cc3cn(C)c4ccccc34)ccc2O[C@H]1CN(C)S(C)(=O)=O | -3 | -0.1 | 15 | 1
C[C@@H]1CN([C@@H](C)CO)C(=O)Cc2cc(NS(=O)(=O)c3ccc(Cl)cc3)ccc2O[C@H]1CN(C)S(=O)(=O)c1cn(C)cn1 | -32 | -0.5 | -10 | -3
O=C(N[C@@H]1CC[C@@H](CCNS(=O)(=O)c2ccc(F)cc2)O[C@@H]1CO)c1ccccn1 | 7 | 4.3 | 3 | -4
C[C@H]1CN([C@@H](C)CO)S(=O)(=O)c2ccc(-c3ccncc3)cc2O[C@H]1CN(C)C(=O)Nc1ccc(F)cc1 | 92 | 0.2 | -25 | 1

The list goes on, overlapping the part above by 5 compounds.
SMILES | Tcruzi prolif | KDM4C inh | Pf Dd2 growth | C diff HTS
CCC(=O)Nc1ccc2c(c1)C(=O)N(C)[C@@H]1CC[C@H](CC(=O)NCc3ccccc3Cl)O[C@@H]1CO2 | 20 | -2.2 | -3 | -4
C[C@@H]1CN([C@@H](C)CO)C(=O)c2cc(NC(=O)Cc3cn(C)c4ccccc34)ccc2O[C@H]1CN(C)S(C)(=O)=O | -3 | -0.1 | 15 | 1
C[C@@H]1CN([C@@H](C)CO)C(=O)Cc2cc(NS(=O)(=O)c3ccc(Cl)cc3)ccc2O[C@H]1CN(C)S(=O)(=O)c1cn(C)cn1 | -32 | -0.5 | -10 | -3
O=C(N[C@@H]1CC[C@@H](CCNS(=O)(=O)c2ccc(F)cc2)O[C@@H]1CO)c1ccccn1 | 7 | 4.3 | 3 | -4
C[C@H]1CN([C@@H](C)CO)S(=O)(=O)c2ccc(-c3ccncc3)cc2O[C@H]1CN(C)C(=O)Nc1ccc(F)cc1 | 92 | 0.2 | -25 | 1
CCCC(=O)Nc1ccc2c(c1)OC[C@H](C)N(CC1CCCC1)C[C@@H](C)[C@@H](OC)CN(C)C2=O | -6 | 0.5 | -15 | ·
Cc1ccc(S(=O)(=O)N(C)C[C@H]2Oc3ccc(NS(=O)(=O)c4c(C)noc4C)cc3C(=O)N([C@H](C)CO)C[C@H]2C)cc1 | 1 | -0.1 | -14 | -9
COc1ccc2c3c(n(C)c2c1)[C@H](CO)N(C(=O)NC(C)C)CC31CCN(C(C)=O)CC1 | · | -0.5 | 12 | -2
COc1cccc(C(=O)Nc2ccc3c(c2)OC[C@H](C)N(CC2CC2)C[C@@H](C)[C@@H](OC)CN(C)C3=O)c1 | -20 | 0.0 | -3 | -6
COc1cccc(NC(=O)N[C@@H]2C=C[C@H](CC(=O)N3CCN(C)CC3)O[C@@H]2CO)c1 | · | 3.0 | 7 | 0
CCCC(=O)Nc1ccc2c(c1)C(=O)N(C)C[C@H](OC)[C@H](C)CN(C(=O)CC1CC1)[C@H](C)CO2 | 20 | 0.3 | 5 | -2
O=C(c1cnccn1)N1CC(=O)N2[C@H](CO)[C@H](c3ccc(C4=CCCCC4)cc3)[C@@H]2C1 | · | 3.1 | 1 | -10
NCC[C@@H]1CC[C@@H](NS(=O)(=O)c2ccc(Cl)cc2)[C@@H](CO)O1 | -36 | -0.6 | 12 | ·
C[C@@H]1CCCCO[C@H](CN(C)CC2CC2)[C@H](C)CN([C@@H](C)CO)C(=O)c2cc(N(C)C)ccc2O1 | 59 | 0.5 | -30 | -5
Cc1ccc(S(=O)(=O)N(C)C[C@@H]2Oc3ccc(NS(=O)(=O)c4ccccc4)cc3C(=O)N([C@H](C)CO)C[C@H]2C)cc1 | 34 | -0.6 | -33 | 1
COc1ccccc1NC(=O)N1C[C@H]2[C@@H](c3ccccc31)[C@@H](CO)N2C(=O)C1CCCC1 | 7 | -1.0 | -11 | -5
CCCNC(=O)N1CC[C@H]2[C@@H]1c1cc(C#Cc3ccccc3)ccc1N(C)[C@H]2CO | 92 | 2.4 | -55 | 17

Not a retest: two of the compounds above.
SMILES | Tcruzi prolif | KDM4C inh | Pf Dd2 growth | C diff HTS
COc1ccccc1NC(=O)N1C[C@H]2[C@@H](c3ccccc31)[C@@H](CO)N2C(=O)C1CCCC1 | 7 | -1.0 | -11 | -5
CCCNC(=O)N1CC[C@H]2[C@@H]1c1cc(C#Cc3ccccc3)ccc1N(C)[C@H]2CO | 92 | 2.4 | -55 | 17

Screening results (PubChem)
